# Bioassay records (PubChem)
# IL2 activator: activators of IL-2 | activation, % (series mostly up to about 46 µM) | 0.065% of 360,000 active | IL-2 activation reporter assay, cell-based qHTS; stimulated with anti-CD3/CD4/CD28 beads; in transgenic mouse T cells; in the data active = activation above about 50%; inconclusive = mostly about 30% to 49%; note: 0% is about no effect
#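 Unstimulated transgenic mouse T cells; 60-min compound exposure; bead-based TCR/CD4/CD28 stimulation; 18 h culture, 37 degrees C; dual fluorescence (EGFP, DsRed) plate cytometry.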
# PLK1 PBD block: blocks phosphopeptide binding to human PLK1 polo-box domain; Plk1 PBD binding of FITC phosphopeptide, fluorescence polarization; 2.8% of 360,000 active; P53350; AID 720504; Potency, µM, for inactives: max response, negative = inhibition, hits mostly inhibitors; note: potency is the fitted concentration of half-maximal effect; series mostly up to about 57 µM; % is set by controls: 0 for no effect and ±100 for the full control effect; nearly all actives have a fitted effect of over 65% in size
# EPAC1 antagonist: blocks human EPAC1 exchange factor; AID 720709; O95398; Potency, µM (titrated, usually from 115 µM), for inactives: at the top dose activity change, negative = inhibition, hits mostly inhibitors; 0.14% of 360,000 active; EPAC1 GEF assay, Rap1b-BODIPY-GDP exchange fluorescence;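 note: potency is the fitted concentration of half-maximal effect; plate controls were vehicle for no effect and positive control for full effect; nearly all actives have a fitted effect of over 50% in size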
# EPAC1 agonist: agonists of human EPAC1. EPAC1 agonist qHTS, biochemical assay; response scale: 100% = response to 6.5 mM cAMP. Potency, µM (titrated, usually from 154 µM), inactives show at the highest dose activation, usual class: activators. 0.073% of 360,000 active; note: potency is the fitted concentration of half-maximal effect; nearly all actives have a fitted effect of over 60% in size
#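 Normalized to 6.5 mM cAMP, activity reflects EPAC1-catalysed release of BODIPY-GDP from Rap1B, followed kinetically over 30 min at 480 nm excitation, 540 nm emission. Reaction contained 100 nM EPAC1, 250 nM Rap1B-BODIPY-GDP, 50 uM GDP.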
# GLP-1R inv ag: acts as inverse agonist at human GLP-1 receptor. P43220. HEK293 GLP-1R CRE-luciferase, luminescence, 24 h; GLP-1R form is constitutively active. Potency, µM (top dose mostly 38.3 µM), without a hit: top-dose activity change, negative = inhibition, actives largely listed as inhibitors. 1.6% of 410,000 active; note: potency is the fitted concentration of half-maximal effect; % is set by controls: 0 for no effect and ±100 for the full control effect; nearly all actives have a fitted effect of over 55% in size
#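 Constitutively active GLP-1R drives a cAMP-responsive luciferase in stably transfected HEK293 cells; test compounds are added after overnight (12 h) attachment and left 24 hr, and signal loss in luminescence marks inhibition.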
# PI5P4K alpha inh: inhibitors of human PI5P4K alpha; P48426; PI5P4Kalpha enzyme, ADP-Glo luminescence, 60 min; stronger effect = lower value; max response, %; 1.2% of 330,000 active; AID 652105; active = max response of -50% or lower; inconclusive = between -30% and -50%; inactive = -30% or higher; note: value at the top dose of about 77 µM; % is set by controls: 0 for no effect and ±100 for the full control effect
# Target sequence (P48426 whole entry, looked up): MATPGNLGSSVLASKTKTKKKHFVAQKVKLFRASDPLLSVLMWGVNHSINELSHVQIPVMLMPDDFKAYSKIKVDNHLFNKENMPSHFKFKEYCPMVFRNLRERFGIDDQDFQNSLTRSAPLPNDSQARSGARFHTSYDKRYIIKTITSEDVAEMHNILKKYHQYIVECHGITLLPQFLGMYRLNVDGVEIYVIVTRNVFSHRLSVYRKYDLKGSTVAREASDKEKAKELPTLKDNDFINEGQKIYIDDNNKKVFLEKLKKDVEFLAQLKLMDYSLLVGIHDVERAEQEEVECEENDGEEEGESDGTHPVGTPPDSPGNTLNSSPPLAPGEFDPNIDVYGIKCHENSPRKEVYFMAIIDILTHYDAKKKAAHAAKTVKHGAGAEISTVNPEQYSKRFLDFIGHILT
#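 Compounds were pin-transferred onto PI5P4Kalpha and substrate in HEPES pH 7.4 buffer with EGTA, CHAPS and 5% DMSO. ATP (5 microM final) started the reaction, which ran 60 minutes at room temperature before ADP-Glo detection.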
# PTHR1 agonist: activates the human parathyroid hormone receptor PTHR1. Q03431. Potency, µM (top dose mostly 115 µM), inactives show at the top dose activation, actives largely listed as activators. 0.075% of 410,000 active. HEK293 GP2 PTHR1 cells, GloSensor cAMP luminescence, 1 h; note: potency is the fitted concentration of half-maximal effect; nearly all actives have a fitted effect of over 55% in size; some results filed as inactive show a strong effect at the top dose; inactives centre near -15; many of its hits are not listed in these tables
# Target sequence (Q03431 whole entry, looked up): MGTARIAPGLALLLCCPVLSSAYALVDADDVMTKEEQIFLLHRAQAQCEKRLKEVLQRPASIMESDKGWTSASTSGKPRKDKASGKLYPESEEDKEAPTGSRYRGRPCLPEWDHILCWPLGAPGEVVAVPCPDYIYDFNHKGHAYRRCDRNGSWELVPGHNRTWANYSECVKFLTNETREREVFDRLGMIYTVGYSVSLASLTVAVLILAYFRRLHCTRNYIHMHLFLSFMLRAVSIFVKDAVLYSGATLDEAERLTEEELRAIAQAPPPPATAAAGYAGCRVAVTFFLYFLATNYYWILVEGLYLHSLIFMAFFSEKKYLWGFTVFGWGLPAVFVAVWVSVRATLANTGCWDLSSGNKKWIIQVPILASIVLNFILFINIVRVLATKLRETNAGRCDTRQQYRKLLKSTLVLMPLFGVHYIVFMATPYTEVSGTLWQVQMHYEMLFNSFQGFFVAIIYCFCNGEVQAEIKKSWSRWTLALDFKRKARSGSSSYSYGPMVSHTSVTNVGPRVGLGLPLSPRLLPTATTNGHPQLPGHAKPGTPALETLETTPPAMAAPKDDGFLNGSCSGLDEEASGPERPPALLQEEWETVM
#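 HEK-293-derived GP2 cells expressing PTHR1 and a GloSensor cAMP reporter, 3,000/well, plated overnight, given luciferin plus IBMX (each 0.5 mM as added) for 1 h at 37 °C, then compound for 1 h at 37 °C. Luminescence was read after 15 min at room temperature.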
# GLP1R ag: activates the human GLP-1 receptor; HEK293 GLP-1R CRE-luciferase, luminescence, 4-6 h; cells express a hypersensitive GLP-1R form; Potency, µM (highest dose often 45.6 µM), for the others: top-dose activation, usual class: activators; 0.007% of 380,000 active; note: potency is the fitted concentration of half-maximal effect; % of control where 0% means no effect
# GLP1R cytotox: cytotoxicity in counter-screen for GLP-1R inverse agonists; HEK293 cAMP-luciferase reporter cells, luminescence, 24 h; AID 624418; Potency, µM (highest dose often 38.3 µM), inactives show at the top dose activity change, negative = inhibition, hits mostly inhibitors; 0.13% of 410,000 active;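 note: loss of luciferase light is scored as toxicity; potency is the fitted concentration of half-maximal effect; % is set by controls: 0 for no effect and ±100 for the full control effect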
#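 MLSMR compounds, 24 hr on cells at 37 deg C/5% CO2; luminescence after luciferase reagent (12 min RT). Inhibition counted as the undesired cytotoxic outcome.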
# An asterisk follows results filed as active; i = inactive; ? = inconclusive; · = no result given; & = joins results of further samples; [ ] = remark or other dose. Unless noted, calls come from the whole dose curve; as a rule, active = well fitted curve in the direction sought with a large enough effect; inconclusive = small, poorly fitted or top-dose-only effect, or another doubt; inactive = no such curve, though single readings can be large; an effect the other way counts as inactive or inconclusive.
SMILES,IL2 activator,PLK1 PBD block,EPAC1 antagonist,EPAC1 agonist,GLP-1R inv ag,PI5P4K alpha inh,PTHR1 agonist,GLP1R ag,GLP1R cytotox
O=S(=O)(c1ccccc1)c1ncc(C(F)(F)F)cc1O,-0.3,-8%,-1%,-1%,10%,4,-6%,7%,1%
CN(CC(=O)Nc1ccc2c(c1)OCCO2)S(=O)(=O)c1ccc(Br)s1,0.2,-10%,-21%,11%,?,6,-4%,-12%,3%
CCOC(=O)C1=CCC(c2ccccc2Cl)N(S(=O)(=O)c2ccc(C)cc2)C1 (stereo not drawn),-0.9,-5%,-15%,-2%,?,2,-17%,9%,-6%
COC(=O)c1ccc(NC(=O)CSc2nnc(C)n2-c2ccccc2)cc1,2.5,-7%,-13%,13%,-6%,·,-4%,-4%,1%
O=C(NCCc1ccccc1)c1cnc2ccccn2c1=O,-0.7,-13%,14%,0%,?,·,i,-8%,0%
CC(=O)c1cccc(NC(=O)Nc2cccnc2)c1,-3.3,-4%,-7%,0%,?,-1,i,-15%,-12%
O=C(CN1CCCCC1)Nc1ccc(F)c(Cl)c1,15,1%,3%,7%,?,2,-15%[57.5 µM],-6%,2%
COC(=O)[C@@]1(Cc2ccc(F)cc2)[C@H]2c3cc(C(=O)N(C)C)n(Cc4ccccn4)c3C[C@H]2CN1C(=O)c1ccccc1,-0.1,-10%,-1%,-5%,-15%,0,i,-5%,?
CC(C)(C)c1nc(SCC(=O)N2CCCC2)c2ccccc2n1,0.0,-8%,1%,-5%,4%,-8,-12%,3%,21%
CCc1cccc(CC)c1NC(=O)C1SC(=Nc2ccccc2C)C(c2nc3ccccc3s2)=C1N (stereo not drawn),0.7,5%,11%,3%,-27%,·,i,-6%,-7%
S=c1[nH]nc(COc2ccc(Cl)cc2)n1Cc1ccccc1,-4.5,-18%,-9%,3%,0%,-7,-17%,-3%,15%
Cc1ccc(-c2cc3ncc4c(n3n2)-c2cc(F)ccc2OC4)cc1,·,·,·,·,8%,·,-9%,3%,5%
COc1ccc(/C=N/Nc2nc(-c3ccc(Cl)cc3)cc(C(F)(F)F)n2)cc1OC,-0.8,0%,-24%,-10%,?,11,-21%,-6%,-16%
CC(=O)N1CC(C)Sc2ccc(S(=O)(=O)NC(C)c3ccccc3)cc21 (stereo not drawn),-2.1,-11%,-6%,2%,2%,3,-10%,-3%,-2%
O=C1CC(N2CCC(c3nc4ccccc4s3)CC2)C(=O)N1Cc1ccccc1 (stereo not drawn),-2.5,-3%,5%,6%,-1%,3,-36%[inhibitor],1%,-13%
O=C(NCc1cccnc1)c1cc(C2CCCN(C(=O)C3CCCCC3)C2)on1 (stereo not drawn),1.3,1%,1%,11%,-13%,0,i,-1%,5%
O=C(c1ccccc1)C1CC1c1ccccc1 (stereo not drawn),-3.3,-18%,1%,10%,-18%,13,i,5%,1%
CC(C)c1ccccc1NC(=S)NC1CCCCC1,4.1,-26%,-11%,3%,?,2,-6%,5%,?
O=C(CSC1=NS(=O)(=O)c2cc(F)ccc2N1)NCc1ccccc1Cl,0.4,-6%,-2%,?,-7%,-7,i,-11%,-14%
COc1ccccc1/C=C/C(=O)OCC(=O)NC(=O)NC1CCCC1,-0.3,-9%,-21%,11%,?,0,i,12%,-6%
CN(CC(=O)Nc1ccc(F)cc1)C(=O)COC(=O)CCN1C(=O)C2CC=CCC2C1=O (stereo not drawn),4.2,3%,-3%,-11%,21%,-5,-19%,0%,5%
CCN(CC)C(=O)COc1ccc(/C=C(\C#N)S(=O)(=O)c2ccccc2)cc1OC,0.4,-10%,-22%,-1%,-18%,1,-16%,2%,-8%
O=C1S/C(=C\C=C\c2ccco2)C(=O)N1c1ccc(O)cc1,3.4,-8%,-27%,5%,14%,-87*,-29%,-4%,-21%
NCCNC[C@@H]1COC2(CCCCCCCCCCC2)O1,-1.6,-4%,5%,-8%,5µM*,7,-17%,17%,-29%
CC(=O)N1CCC(C(=O)N2c3ccccc3N=C(c3ccc4c(c3)OCO4)C2C(=O)NCc2ccccc2)CC1 (stereo not drawn),-0.3,-8%,1%,4%,16%,-1,i,·,30%

# For reference, three of the compounds above.
SMILES,IL2 activator,PLK1 PBD block,EPAC1 antagonist,EPAC1 agonist,GLP-1R inv ag,PI5P4K alpha inh,PTHR1 agonist,GLP1R ag,GLP1R cytotox
CCN(CC)C(=O)COc1ccc(/C=C(\C#N)S(=O)(=O)c2ccccc2)cc1OC,0.4,-10%,-22%,-1%,-18%,1,-16%,2%,-8%
O=C1S/C(=C\C=C\c2ccco2)C(=O)N1c1ccc(O)cc1,3.4,-8%,-27%,5%,14%,-87*,-29%,-4%,-21%
NCCNC[C@@H]1COC2(CCCCCCCCCCC2)O1,-1.6,-4%,5%,-8%,5µM*,7,-17%,17%,-29%

# Continuation.
SMILES,IL2 activator,PLK1 PBD block,EPAC1 antagonist,EPAC1 agonist,GLP-1R inv ag,PI5P4K alpha inh,PTHR1 agonist,GLP1R ag,GLP1R cytotox
CCOC(=O)c1sc(N2C(=O)C(O)=C(C(=O)c3ccco3)C2c2cccc([N+](=O)[O-])c2)nc1C (stereo not drawn),-3.2,30µM*,22µM*,-9%,?,-68*,-91%[inhibitor],-3%,?
COc1ccc(C)cc1NC(=O)CSc1nnnn1Cc1ccccc1,-0.4,-2%,-1%,7%,-28%,3,-12%,0%,3%
CCOC(=O)CCNCc1ccc(OC)c(OC)c1,-1.1,24µM*,7%,-1%,0%,-30,i,-3%,4%
O=C1CN(c2ccccc2)C(=S)N1C(=O)c1ccccc1,-2.0,27µM*,-20%,5%,6%,1,i,-1%,0%
O=C(Nc1ccc(F)cc1)C1CCCN(S(=O)(=O)c2cccc3cccnc23)C1 (stereo not drawn),-1.4,-14%,?,3%,-27%,-1,i,-2%,-9%
O=C(C1=C[C@@H](C2CC2)C[C@@H](OCCCCO)O1)N1CCOCC1,-0.2,1%,-10%,3%,12%,-3,i,-5%,?
CC(C)(C)N1CC2(c3ccccc3)CN(C(C)(C)C)CC(c3ccccc3)(C1)C2=O,-3.5,-3%,9%,10%,2%,·,?,-10%,11%
Cc1ccc(SCCN2CCC(C)CCC2=O)cc1 (stereo not drawn),0.3,-5%,-20%,-23%,0%,-8,-29%,1%,3%
CN(CCCNC(=O)c1cccn2c(=O)c3ccccc3nc12)Cc1ccccc1,0.2,-11%,0%,-4%,0%,·,i,9%,125%[activator]
COc1cccc(C(=O)c2c[nH]c(C(=O)NCc3cccnc3)c2)c1,-3.4,-4%,-2%,-8%,10%,-3,-29%,7%,-5%
CN(C)CCCNC(=O)/C(=C\c1ccc(-c2ccc(Br)cc2)o1)NC(=O)c1ccccc1,-0.3,-19%,-21%,-9%,?,2,-18%,-52%[inhibitor],-19%
COC(=O)c1ccc2c(=O)[nH]c(COC(=O)c3c(-c4ccccc4)noc3C)nc2c1,0.3,6%,-26%,6%,-5%,-1,-20%,10%,2%
O=C(CSc1ccc2nnc(-c3cccnc3)n2n1)NCc1ccc2c(c1)OCO2,-2.1,-23%,-3%,4%,17%,1,-19%,-8%,0%
CC(C)c1ccccc1OCC(=O)NCC(c1cccs1)N1CCOCC1 (stereo not drawn),-0.6,-5%,-17%,6%,?,2,-29%,12%,-11%
CCC(C)(C(=O)NC1CCCCC1)N(CC1CCCO1)C(=O)c1ccccn1 (stereo not drawn),-1.4,0%,-4%,0%,40%[activator],-2,-16%[57.5 µM],-11%,7%
COc1ccc(CN(C)CC(=O)Nc2ccccc2C(=O)NC2CC2)cc1F,1.0,-1%,-3%,-7%,-25%,-2,i,20%,-3%
COc1ccccc1N1CCN(C2=CC(=O)CCC2)CC1,2.4,-7%,4%,0%,0%,·,-24%[57.5 µM],-9%,0%
COc1cc(NC(=O)c2ccco2)c(C(=O)OCC(=O)Nc2ncc(Cl)cc2Cl)cc1OC,-2.3,-1%,8%,1%,29%,·,-18%[57.5 µM],-1%,1%
Cc1cccnc1NC(=O)C1CCN(S(=O)(=O)c2cccs2)CC1,-0.6,-4%,-18%,-5%,10%,-2,-8%[57.5 µM],-12%,2%
O=C(OCc1ccc(C(=O)c2ccccc2)cc1)c1cccc(-c2nnc(-c3ccccc3)o2)c1,-2.9,4%&-10%,5%,11%,8%,·,-23%,-6%,7%
CCOC(=O)/C(=N\Nc1ccccc1[N+](=O)[O-])c1csc(N)n1,1.1,-10%,-6%,-5%,22%,-3,-29%,13%,10%
CN(CC(=O)Nc1ccc(F)cc1)CC(=O)Nc1ccc(Cl)c(S(=O)(=O)N2CCOCC2)c1,-3.8,-14%,-19%,4%,?,0,-23%,13%,-17%
Cc1cc(C(=O)COC(=O)c2n[nH]c(=O)c3ccccc23)c(C)n1C(C)C,0.5,-14%,10%,-7%,56%[activator],-2,-44%[inhibitor],0%,-6%
CN(C)c1ccc(C=c2c3cc(O)ccc3n3c2cc(-c2ccccc2)[n+]3C)cc1,5.7,?,-30%,-4%,-26%,-54*,-21%,-15%,?
COc1ccc(N2CCN(C(=O)CN(Cc3ccccc3)S(C)(=O)=O)CC2)cc1,2.0,-7%,0%,2%,-6%,·,-17%,-7%,2%
# Going on with the list:
SMILES,IL2 activator,PLK1 PBD block,EPAC1 antagonist,EPAC1 agonist,GLP-1R inv ag,PI5P4K alpha inh,PTHR1 agonist,GLP1R ag,GLP1R cytotox
COc1cccc(CN2CCC(n3nccc3NC(=O)CCOc3ccccc3)CC2)c1,-3.2,0%,20%,-3%,?,0,-15%,9%,-12%
O=C(O)CCCNC(=O)/C=C/c1ccco1,1.5,?,-1%,23%,13%,-4,i,0%,-1%
O=C(CCNC(=O)c1ccccc1)NCCc1ccc(Cl)cc1,0.2,-20%,6%,5%,-8%,-3,-13%,17%,1%
Cc1nnc(SCc2cccc3ccccc23)s1,-1.4,-16%,-12%,2%,-27%,3,-28%,14%,5%
Cn1c(SCC(=O)Nc2ccc(Cl)cn2)nnc1C1CC1,-0.4,1%,-21%,2%,2%,-7,-5%,-1%,-5%
CC(C)CN(CC(C)C)C(=O)CCCC(=O)N(CC(C)C)CC(C)C,-0.5,-11%,-10%,-18%,?,12,?,17%,1%
O=C(C1CC1)N1N=C2CCCCC2C1(O)C(F)(F)F (stereo not drawn),2.9,-15%,-1%,4%,9%,2,-11%,-11%,1%

# A portion of the library (hit frequency here may not be typical).
